NCI-60 one-dose screen, 48 h, at 10 µM unless noted. Numbers give growth in % (100 = growth as untreated, 0 = no growth, -100 = all killed).
SF-295 = SF-295 CNS cancer cells; 79,000 compounds, 5.6% hits
U251 = U251 CNS tumor cells. 80,000 compounds, 5.4% hits. AID 1794753
SF-539 = SF-539 CNS cancer; 81,000 compounds, 6.8% hits
TK-10 = TK-10 renal cancer cells; 81,000 compounds, 3.9% hits
UO-31 = UO-31 renal cancer | 81,000 compounds, 5.2% hits | AID 1794768
PC-3 = PC-3 prostate cancer cells | 80,000 compounds, 3.9% hits
SN12C = SN12C renal cancer cells; 81,000 compounds, 3.8% hits
786-0 = 786-0 renal cancer cells | 81,000 compounds, 5.1% hits | AID 1794775
DU-145 = DU-145 prostate cancer | 81,000 compounds, 4.2% hits
* marks the source's active call; other numbers are inactive results; nt = no result given. The calls were made as follows: active = growth percent below 10; inactive = the rest.

structure	SF-295	U251	SF-539	TK-10	UO-31	PC-3	SN12C	786-0	DU-145
CC(C)(C)C(S)CS (stereo not drawn)	97.1	108.4	105.9	97.3	90.2	99.9	107.0	102.6	110.9
CCN(CCCNc1cc2c(c(N)c1S(=O)(=O)O)C(=O)c1ccccc1C2=O)c1ccccc1	110.7	nt	98.4	116.4	75.2	87.1	87.4	96.3	124.3
Cc1ccc(Sc2ccccc2N)cc1	88.8	84.3	114.1	98.0	81.5	74.4	89.0	108.2	6.3*
Fc1ccc(-c2nnc(-c3c(-c4ccc(F)cc4)nc4ccccn34)o2)cc1	88.7	81.2	-10.1*	101.6	83.8	84.6	77.2	88.2	92.1
O=C(Nc1ccc(Cl)c(Cl)c1)c1ccc(Cl)c(Cl)c1	95.9	87.1	93.2	142.5	87.4	nt	102.4	101.7	106.7
CC(=O)Nc1ccc(C(=O)N2C(=N)C(C#N)=C(O)/C2=C\c2ccc(Cl)c(Cl)c2)cc1	97.8	105.6	84.8	127.9	nt	91.6	90.7	96.8	103.0
Cc1ccc(S(=O)(=O)Nc2sccc2-c2nc(-c3ccccc3)no2)cc1	99.3	93.9	95.0	103.3	70.4	86.4	95.1	94.5	104.9
O=C(c1cccc(Cl)n1)c1c[nH]c2ccccc12	96.7	87.7	84.7	118.1	68.3	88.2	91.3	96.7	97.5
CCOc1ccc(N2C(=O)N(c3ccc(C)cc3)C(=N)C2=S)cc1	100.6	92.8	108.0	93.2	80.2	84.1	103.8	98.5	99.7
O=C1/C(=C/c2ccc(Br)cc2)COc2ccc(O)c(O)c21	57.6	-72.4*	-94.2*	5.0*	-99.2*	-26.3*	-41.1*	-70.4*	6.1*
CC(C)CCC[C@@H](C)[C@H]1CC[C@H]2[C@@H]3CC=C4N(c5ccccc5)C(=O)CC[C@]4(C)[C@H]3CC[C@]12C	99.0	101.5	100.7	97.4	91.7	80.4	86.2	93.9	103.0
Nc1nn2c(-c3cc4ccccc4oc3=O)ccnc2c1N=Nc1ccc(C(=O)O)cc1	106.9	99.6	97.1	116.9	72.0	88.8	99.8	108.5	112.7
O=C(Nc1cncnc1Oc1cccc(C(F)(F)F)c1)c1ccc(F)cc1	98.3	102.0	103.2	114.9	96.7	93.7	100.9	89.6	112.4
O=S(=O)(c1ccc(Br)cc1)n1ccc(-c2ccc(OCCCF)cc2)n1	nt	90.7	90.2	70.8	69.1	79.4	87.0	85.3	102.0
NC1=NN(O)C2=CC([N+](=O)[O-])C=CC2=N1 (stereo not drawn)	117.0	108.7	98.5	121.0	93.3	86.5	111.8	103.0	113.7
O=C1NC(c2ccccc2[N+](=O)[O-])c2sc3c(F)cccc3c2C1Cl (stereo not drawn)	107.3	91.2	96.6	152.0	76.9	85.5	95.2	116.9	108.2
C[C@H]1CNC[C@H]1NC(=O)c1cc2cc(Cl)c(F)c(F)c2[nH]1	99.7	84.4	84.5	83.0	48.6	81.1	81.2	90.6	97.3
CCOC(=O)c1c(NC(C)=O)sc2c1CCC(=O)C2=O	109.8	101.2	102.0	107.6	84.5	101.6	106.3	110.8	106.2
CC(=O)Nc1nc(-c2cccc(NS(=O)(=O)c3cccc4c(N(C)C)cccc34)c2)cs1	45.7	71.5	nt	68.4	63.4	50.8	79.3	72.6	78.8
O=C(Nc1cccc(C2=NCCN2)c1)c1cccc(C(=O)Nc2cccc(C3=NCCN3)c2)c1	99.0	101.0	95.7	89.3	84.5	99.0	95.7	103.4	107.2
CC(C)c1nc(-c2cccc(O)c2)c(-c2ccnc(NCCCNS(=O)(=O)c3ccc(Cl)cc3)c2)s1	57.6	76.4	82.4	89.0	79.5	46.3	75.0	70.6	68.0
COc1ccccc1NOC(=O)CCOc1ccccc1	100.1	117.1	107.3	112.4	95.2	101.3	103.2	101.3	116.0
O=C(c1ccc(Br)cc1)c1cc2ccccc2o1	94.9	88.6	93.9	126.2	74.8	97.9	92.2	95.9	99.3
CCCCC#CC(=O)OCC	90.8	nt	101.7	104.9	79.1	106.1	102.9	98.3	116.2
Cc1ccc(S(=O)(=O)Oc2cc3oc(=O)c4c(c3cc2Cl)CCCCC4)cc1	71.1	90.9	92.8	97.9	63.4	58.6	83.1	92.8	88.6

Full records from above:
CC(=O)Nc1ccc(C(=O)N2C(=N)C(C#N)=C(O)/C2=C\c2ccc(Cl)c(Cl)c2)cc1 is entered as SF-295: 97.8; U251: 105.6; SF-539: 84.8; TK-10: 127.9; UO-31: nt; PC-3: 91.6; SN12C: 90.7; 786-0: 96.8; DU-145: 103.0
Cc1ccc(S(=O)(=O)Oc2cc3oc(=O)c4c(c3cc2Cl)CCCCC4)cc1 is entered as SF-295: 71.1; U251: 90.9; SF-539: 92.8; TK-10: 97.9; UO-31: 63.4; PC-3: 58.6; SN12C: 83.1; 786-0: 92.8; DU-145: 88.6
O=C1/C(=C/c2ccc(Br)cc2)COc2ccc(O)c(O)c21 is entered as SF-295: 57.6; U251: -72.4*; SF-539: -94.2*; TK-10: 5.0*; UO-31: -99.2*; PC-3: -26.3*; SN12C: -41.1*; 786-0: -70.4*; DU-145: 6.1*

The results go on:
structure	SF-295	U251	SF-539	TK-10	UO-31	PC-3	SN12C	786-0	DU-145
Clc1ccc(C2=NN(c3ccc(Cl)cc3)C(c3ccc(Cl)cc3)C2)cc1 (stereo not drawn)	nt	98.2	103.5	100.1	79.3	104.4	101.9	94.9	116.2
Nc1ccc([N+](=O)[O-])cc1C(=O)C(=O)N1CCOCC1	101.1	99.8	100.6	102.1	91.4	100.6	100.7	106.3	107.4
O=C1/C(=C/c2cccc(F)c2)Cc2ccccc21	77.9	nt	110.2	94.2	92.8	90.0	98.6	98.1	113.0
COc1cc2c(c(OC)c1OC)CCC(c1cccc(NC(=O)c3ccc(Br)cc3)c1)O2 (stereo not drawn)	66.9	90.0	97.3	89.9	66.6	60.5	85.7	97.1	87.9
CCCCCC(O)C(C)(C)C (stereo not drawn)	117.8	97.2	100.8	109.1	79.3	102.3	106.6	101.3	108.5
COc1ccc(NC(C)=O)c([N+](=O)[O-])c1	106.7	105.6	105.8	107.4	124.3	90.1	96.9	106.1	121.5
COc1cc(/C=N/Nc2ccccc2Br)cc(OC)c1OC	87.8	71.5	103.0	92.7	72.4	75.4	90.9	87.8	91.6
CN(C)CCN1C(=O)c2cccc3c(/C=C/CN4C(=O)c5cccc6cccc(c56)C4=O)ccc(c23)C1=O	105.8	90.8	92.8	120.6	72.0	71.7	79.9	-84.5*	113.4
O=S(CC(O)(c1ccccc1)c1ccccc1)CC(O)(c1ccccc1)c1ccccc1	nt	91.8	103.6	109.4	71.5	73.5	84.1	104.4	106.7
NC(=O)N1N=C(c2ccccc2)CC1c1cn(-c2ccccc2)nc1-c1ccccc1 (stereo not drawn)	94.1	93.5	102.0	141.0	72.1	72.9	76.1	98.5	103.7
CN1CCCc2cc(/C=C3\SC(=S)N(C(Cc4ccccc4)C(=O)O)C3=O)ccc21 (stereo not drawn)	92.3	96.4	93.2	94.8	75.4	94.2	96.3	98.8	100.4
CCc1cc2c(cc1C(=O)CBr)C(C)(C)CCC2(C)C	104.2	104.1	108.2	111.0	84.2	99.4	100.1	105.6	104.5
CC(C)Cn1cnc2c(=O)[nH]c(N)nc21	99.2	94.8	104.0	88.6	94.4	92.8	98.9	98.9	109.3
CS(=O)(=O)N1CCC(Nc2nccc(O[C@H]3CO[C@H]4[C@@H]3OC[C@@H]4OCc3ccccc3)n2)CC1	93.6	100.8	100.0	100.8	79.3	98.8	96.8	98.3	115.1
CC(=O)[C@@H]1CC[C@]2(C#N)CC[C@]3(C)[C@H](CC[C@@H]4[C@@]5(C)CCC(=O)NC(C)(C)[C@@H]5CC[C@]43C)[C@@H]12	94.7	89.2	95.4	107.2	91.4	80.9	91.8	99.0	103.2
CC(C)=CCC[C@](C)(O)[C@H]1CC[C@]2(C)[C@@H]1CC[C@@H]1[C@@]3(C)Cc4nccnc4C(C)(C)[C@@H]3CC[C@]12C	95.2	78.2	76.3	94.9	79.9	44.6	72.3	78.6	70.9
O/N=C1\CCC2CCCCC2C1 (stereo not drawn)	93.6	106.5	88.8	100.9	95.5	97.1	112.6	104.8	112.9
Cc1cc(SC#N)ncn1	127.5	102.9	103.1	100.9	96.2	106.5	94.9	108.7	111.9
CCCn1c(=S)sc2c(NNC(C)=O)nc(C)nc21	121.1	91.1	90.6	94.5	90.0	90.3	100.6	92.2	134.2
Cc1ccc2nc(Cl)c(/C=C3\SC(=Nc4ccc(S(N)(=O)=O)cc4)NC3=O)cc2c1	102.4	104.0	104.8	99.7	84.6	97.3	96.9	109.8	119.3
CN(C)c1ccnc(CNCCSC2(c3ccc(C(F)(F)F)cc3)c3ccccc3CCc3ccccc32)c1	-96.9*	-94.9*	-97.6*	0.0*	1.7*	-35.3*	nt	-6.8*	-3.5*
NS(=O)(=O)c1cc([N+](=O)[O-])ccc1Cl	130.8	102.1	105.0	129.4	109.9	96.1	102.4	99.9	103.0
CCCCCCCCCCCCCCCCCCNc1c(Cl)c(N=NC(N)=S)c2ccccc2c1NNC(N)=S	98.7	92.5	99.7	106.6	49.6	74.4	100.6	95.2	96.9
CN(C)C(=O)c1ccccc1-n1cnc2ccccc2c1=O	103.1	99.3	95.5	97.6	92.8	97.2	92.7	100.8	105.3
COC(=O)/C=C/CBr	96.4	93.6	98.4	107.5	91.4	91.9	94.8	99.7	101.3

Overlap with the part before: two compounds, followed by the next part.
structure	SF-295	U251	SF-539	TK-10	UO-31	PC-3	SN12C	786-0	DU-145
CN(C)C(=O)c1ccccc1-n1cnc2ccccc2c1=O	103.1	99.3	95.5	97.6	92.8	97.2	92.7	100.8	105.3
COC(=O)/C=C/CBr	96.4	93.6	98.4	107.5	91.4	91.9	94.8	99.7	101.3
N#Cc1ccc(C(S(=O)(=O)Cc2ccccc2)S(=O)(=O)Cc2ccccc2)cc1	nt	101.0	98.7	102.5	72.2	87.7	96.6	98.2	107.3
O=C(C1CCCCC1C(=O)N1CCCCC1)N1CCCCC1 (stereo not drawn)	104.9	91.9	102.4	101.3	90.3	101.4	93.1	107.1	105.7
Fc1ccc2c(CN3CCO[C@H](COc4cccc(Cl)c4)C3)c[nH]c2c1	41.1	44.7	56.7	22.1	51.4	36.7	49.1	27.2	42.6
O=C(NS(=O)(=O)c1ccc2ccccc2c1)n1ccc2cccnc21	100.6	101.2	100.1	111.9	74.6	93.0	101.1	104.9	115.4
N/C(=N\C(N)=N\c1nc2ccccc2s1)c1ccc2ccccc2c1	74.6	47.9	102.1	125.8	23.4	50.6	75.3	87.9	69.0
COc1cc([N+](=O)[O-])ccc1NC1CCC(=O)N1 (stereo not drawn)	105.6	109.1	99.0	102.7	86.7	102.7	103.3	102.4	105.4
COC(=O)C(=O)C1CCc2cc(OC)ccc2C1=O (stereo not drawn)	107.0	101.1	108.9	116.1	72.9	92.3	92.2	111.7	107.7
Cc1ccc(C(=O)COc2cccc(/C=C3\Oc4ccccc4C3=O)c2)cc1	119.6	99.7	103.0	114.0	-37.1*	101.4	104.8	97.6	122.6
S=c1nc(Cc2nc3ccccc3s2)[nH][nH]1	97.6	101.4	102.0	147.4	81.5	84.5	93.6	107.5	108.2
Cc1ccc(C)n1Cc1ccc(Cl)cc1	nt	102.1	99.6	102.6	86.4	99.0	111.0	98.7	109.6

An unsorted share of the library; 10% or so of the library scored in one or more.
